MEKK2mut PB1 HTS: signal of MEK5 binding to mutant human MEKK2 PB1 domain | bead flow cytometry, Alexa488-MEK5 binding to MEKK2 mutant | percent response, % at 10 µM | 0.35% of 290,000 active | AID 1530; in the data active = percent response above about 24%, passing the limit was not always enough; note: inactives centre near 1; some results filed as inactive read as strong as hits
M18AAP inhibitor: PfM18AAP enzyme inhibition; recombinant PfM18AAP, H-Glu-NHMec fluorogenic cleavage; inhibition, % at 7.35 µM; 1.2% of 290,000 active; AID 1822;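 active = inhibition above the campaign mean inhibition over all tested compounds plus 3 SD, cut at about 28% in these data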;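 note: 0% = plate median of test compound wells and 100% = 2 mM ZnCl2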
NS3 helicase inh: blocks Hepatitis C virus NS3 helicase unwinding; NS3 helicase DNA unwinding, Cy5 molecular beacon fluorescence; 0.56% of 290,000 active; inhibition, % at 10.9 µM;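 active = inhibition above the mean of all tested compounds plus 3 SD, set per campaign, cut at about 35% in these data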;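 note: 0% = DMSO wells and 100% = thioflavine S control wells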
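assay system = NS3 helicase fragment of HCV | buffer or medium = MOPS pH 6.5, MgCl2, DTT, Tween20, BSA | timing = 60 min unwinding reaction at 25 °C after ATP addition | signal = Cy5 beacon fluorescence read at start and 1 h | read-out basis = % inhibition of unwinding | control set = low DMSO, high thioflavine S at 110 µM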
VIM-2 inh: inhibitors of Pseudomonas aeruginosa VIM-2 metallo-beta-lactamase; purified VIM-2, nitrocefin hydrolysis, epi-absorbance fluorescence; inhibition, % at 5.6 µM; 0.89% of 290,000 active;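 active = inhibition above the mean of all tested compounds plus 3 SD, cutoff set per screening run, cut at about 7.5% in these data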;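 note: red hydrolysis product quenches plate fluorescence so inhibitors raise well fluorescence; 0% = enzyme with DMSO and 100% = DMSO without enzyme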
SUMO HTRF inh: inhibitors of human SUMOylation (UBC9); P63279; HTRF SUMOylation assay, SAE1/SAE2 + UBC9, in vitro; inhibition, % at 35 µM; 0.36% of 290,000 active; AID 2006; in the data active = inhibition above about 50%, passing the limit was not always enough; note: strong numbers were not always called active
Target sequence (P63279 whole entry, looked up): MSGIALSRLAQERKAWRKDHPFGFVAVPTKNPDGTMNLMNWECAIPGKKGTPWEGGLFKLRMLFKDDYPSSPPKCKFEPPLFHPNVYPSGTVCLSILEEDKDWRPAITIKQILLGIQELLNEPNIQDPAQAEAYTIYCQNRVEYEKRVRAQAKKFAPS
MEKK2 WT-MEK5: raises or lowers MEK5 binding to wildtype human MEKK2 PB1 domain; Q9Y2U5; bead flow cytometry, Alexa488-MEK5 binding to MEKK2 WT; actives lie on both sides; binding response (% of control), % at 10 µM; 1.1% of 290,000 active; in the data active = binding response below about 67% or above about 130%
FID counter: fluorescent intercalator displacement, NS3 helicase counter-screen | DNA fluorescent intercalator displacement, fluorescence | inhibition, % at 7.9 µM | AID 1845 | 0.17% of 290,000 active; in the data active = inhibition above about 37%;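 note: 0% = vehicle and 100% = reference compound; higher means more ethidium bromide displaced from hairpin DNA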
NALP1 inh: inhibitors of NALP1 inflammasome in yeast. S. cerevisiae NALP1/ASC/caspase-1 growth, X-gal OD620, 72 h. inhibition, % at 10 µM. 0.61% of 280,000 active. AID 2071; in the data active = inhibition mostly above about 24%, no sharp cut-off; inactive = mostly below about 32%; note: some compounds called inactive have numbers as strong as hits
IMP-1 inh: blocks Pseudomonas aeruginosa IMP-1 metallo-beta-lactamase; inhibition, % at 5.6 µM; purified IMP-1, nitrocefin hydrolysis, epi-absorbance fluorescence; AID 1556; 0.45% of 290,000 active;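 active = inhibition above the mean plus 3 SD of all compounds in the same screening run, cut at about 4.5% in these data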;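 note: 0% = IMP-1 with DMSO and 100% = DMSO wells lacking enzyme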
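Material – recombinant IMP-1 enzyme, purified · Amount – IMP-1 0.2 nM before substrate addition · Medium – HEPES buffer pH 7.1 with ZnSO4 and Brij 35 · Timing – 25 °C, 15 min preincubation, 25 min reaction · Measured by – plate fluorescence quenching by hydrolysis product, ex 480/em 530 nm · Read-out – percent enzyme inhibition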
* = called active by the depositor; x = no result given.

SMILES	MEKK2mut PB1 HTS	M18AAP inhibitor	NS3 helicase inh	VIM-2 inh	SUMO HTRF inh	MEKK2 WT-MEK5	FID counter	NALP1 inh	IMP-1 inh
CCOC(=O)c1[nH]c(C)c(C(=O)O)c1C	-2	-5	-5	-2.0	13	93	-2	-3	-2.7
CC1CCCCN1C(=S)NCc1ccco1 (centres undefined)	-6	-3	-1	-2.9	7	91	-3	-3	-0.2
CCCCCCCCNC(=O)/C(C#N)=C/c1ccccc1[N+](=O)[O-]	23	2	-7	-2.1	-23	119	-5	33	-2.0
COC(=O)c1sccc1S(=O)(=O)Nc1ccc(C)cc1	-5	-10	-8	-1.2	8	90	-4	6	-1.3
O=C1OCc2cccc([N+](=O)[O-])c21	-1	0	-4	-2.5	-2	99	-6	17	-0.7
NC(=O)CSc1oc(-c2ccc(F)cc2)nc1S(=O)(=O)c1ccccc1	-2	3	1	-5.7	20	97	0	16	-4.4
Cc1ccc(C)c(OCC(=O)NCCNC(=O)COc2cc(C)ccc2C)c1	1	4	3	-4.2	1	97	-33	4	-2.2
CC(=O)c1cccc(NC(=S)NC(=O)c2ccccc2)c1	-2	6	-1	-3.5	15	94	-7	41	0.3
CCOC(=O)N1CCN(S(=O)(=O)c2cc(C)c(C)cc2C)CC1	2	-12	1	-2.5	-2	99	-26	11	-1.9
COc1ccc(N2C(=O)C3C(c4ccc(C(=O)O)cc4)NC(Cc4ccccc4)(C(=O)O)C3C2=O)c([N+](=O)[O-])c1 (centres undefined)	1	22	35	-1.6	13	98	-35	-24	-0.9
OCCOCCNc1ncnc2sc(-c3ccccc3)cc12	5	-3	-3	-0.1	-8	101	-8	-14	-4.6
CSc1nsc(/C=C/Nc2cccc(Cl)c2)c1C#N	1	3	12	-4.5	16	99	-11	15	-2.5
COCCn1c(SCC(=O)Nc2ccccc2)nc2c1c(=O)[nH]c(=O)n2C	9	0	-2	-3.6	-3	107	-1	16	-2.2
O=C(CS(=O)(=O)c1cn(Cc2ccc(Cl)cc2)c2ccccc12)N1CCOCC1	9	-5	2	-2.1	7	109	-20	21	-2.5
O=C1/C(=C/c2cccs2)SC(=S)N1NS(=O)(=O)c1ccccc1	1	4	8	0.3	25	102	-20	1	9.0*
Cn1nccc1C(=O)NC1CC(C)(C)Cc2c1cnn2-c1ccc(F)cc1 (centres undefined)	6	-8	1	-1.6	-1	104	-42	5	-2.7
O=C(Nc1ccon1)c1cccc(S(=O)(=O)N2CCCC2)c1	6	4	-1	-0.2	17	116	-1	10	-2.4
COc1ccc(C(C(=O)NCC2CCCO2)N(Cc2ccccc2)C(=O)c2snc(C(N)=O)c2N)cc1OC (centres undefined)	1	-6	4	-0.3	13	103	-33	-2	-1.8
Cc1nc(SCc2ccc(C#N)cc2)n[nH]1	-2	16	-5	1.3	-6	99	-7	24	0.5
C=CCSc1nnc(-c2cc3c(C(F)(F)F)nn(C)c3s2)n1C	4	-15	-1	0.5	-13	106	-18	10	-1.2

Quoted at random: two compounds from above
SMILES	MEKK2mut PB1 HTS	M18AAP inhibitor	NS3 helicase inh	VIM-2 inh	SUMO HTRF inh	MEKK2 WT-MEK5	FID counter	NALP1 inh	IMP-1 inh
COCCn1c(SCC(=O)Nc2ccccc2)nc2c1c(=O)[nH]c(=O)n2C	9	0	-2	-3.6	-3	107	-1	16	-2.2
C=CCSc1nnc(-c2cc3c(C(F)(F)F)nn(C)c3s2)n1C	4	-15	-1	0.5	-13	106	-18	10	-1.2

Later entries:
SMILES	MEKK2mut PB1 HTS	M18AAP inhibitor	NS3 helicase inh	VIM-2 inh	SUMO HTRF inh	MEKK2 WT-MEK5	FID counter	NALP1 inh	IMP-1 inh
CC(=O)Nc1cc(C(=O)N(C)Cc2ccco2)ccc1Sc1ccc(C)cc1	0	-3	2	-2.0	1	103	-34	20	-2.9
O=C(O)CC(NC(=O)c1ccccc1NC(=O)c1ccccc1)C(=O)O (centres undefined)	11	8	7	-3.6	16	107	0	-10	-2.8
O=C(c1cccs1)N1CCCC(c2ccccc2)C1 (centres undefined)	5	-5	-5	-3.5	-10	112	-15	8	-7.2
CC(=O)Nc1ccc(C(=O)Cn2c3[n+](c4c(F)c(F)ccc42)CCCCC3)cc1	2	3	-5	-3.0	11	104	1	4	-3.2
COC(=O)c1cc(OC)nc2c1c(=O)n(C)c(=O)n2C	0	0	7	1.0	19	106	-4	20	-2.3
O=C1CSC(=S)N1N1C(=O)c2cccc([N+](=O)[O-])c2C1=O	-3	43*	9	-1.6	16	96	-1	-5	1.4
O=C(COc1ncnc2ccccc12)NCC1CCCO1 (centres undefined)	-2	-1	-13	-3.7	11	99	0	23	-1.6
Cc1ccc(P(=O)(CO)c2ccc(C)cc2)cc1	4	-4	2	-2.6	-13	105	-3	15	0.0
CCC(C(=O)Nc1nccs1)(C(F)(F)F)C(F)(F)F	1	-4	2	-2.4	10	98	-6	17	-1.9
COc1ccc(C(=O)OCC(=O)Nc2cc(C)on2)cc1S(=O)(=O)N1CCOCC1	1	1	4	-1.7	19	105	-4	4	-0.8
Cc1nc(C)n(CC(O)COc2ccc3cc(Br)ccc3c2)n1 (centres undefined)	-2	2	-5	0.3	3	103	-23	x	-1.6
COc1cc(C(=O)N2CCCc3ccccc32)c([N+](=O)[O-])cc1OC	4	2	0	0.1	12	104	-9	6	0.0
O=C(Nc1ccc2ccccc2n1)c1ccc(Cl)cc1	-2	-9	2	0.9	-3	103	-4	8	-0.5
Cc1cc(SCC2=NNC(=O)C2)c(Cl)cc1Cl	0	-10	-5	-2.1	5	99	-8	8	-2.8
Cc1nc(SCC(=O)N2CCc3ccccc3C2)c2c(C)c(C)sc2n1	-1	2	-3	-0.8	13	96	-17	23	-1.6
Cc1nnc(NC(=O)CCC(=O)NCc2ccco2)s1	x	-2	1	-4.0	2	x	0	0	-3.2
CCn1nc(C)c(CN2CCCCC2C(=O)Nc2ccc(Oc3cccnc3)cc2)c1C (centres undefined)	4	0	-4	-0.2	5	107	0	3	-1.8
Cc1cc2c(c(=O)o1)C(C(C)C)C(C#N)=C(N)O2 (centres undefined)	3	5	4	-3.1	8	116	5	6	-2.7
Fc1ccccc1NC(=S)N1CCN(Cc2ccc3c(c2)OCO3)CC1	5	0	-5	-5.4	8	116	-5	3	-4.0
Cc1cccc(/C(N)=N/OC(=O)c2cccc3ccccc23)c1	4	4	-1	-2.0	-8	101	-3	46	-1.8
C/C(=N\NC(=O)c1nnn(-c2nonc2N)c1C(C)C)c1ccc2ccccc2c1	-4	-4	3	-2.0	8	93	-9	31	-1.8
COc1ccc(Cl)cc1NC(=O)CN(C)C(=O)C12CC3CC(CC(Cl)(C3)C1)C2	-2	4	-13	-1.1	-4	103	-37	7	-2.6
CCC1CCCCN1CCNC(=O)C1CCN(S(=O)(=O)c2c(C)noc2C)CC1 (centres undefined)	1	2	-4	-6.2	-4	108	8	-7	-0.8
COc1ccc(C(=O)Nc2c(N)nc(SCC(=O)Nc3ccc(NC(C)=O)cc3)[nH]c2=O)cc1OC	10	4	14	-3.3	2	110	-21	-11	-3.4
S=c1nc(Cc2ccccc2)[nH]c2ccccc12	0	-6	-4	-3.0	-6	101	-5	2	-3.0
COc1ccc(N=CC=C2OC(C)(C)C(C)(C)O2)cc1OC	2	4	4	-4.3	9	99	-26	-16	-4.1
CCOC(=O)N1CCN(c2c(NCCc3ccc(OC)c(OC)c3)c(=O)c2=O)CC1	10	5	4	-2.2	19	99	-10	-7	-1.3
CC1=N/C(=C\c2ccc3c(c2)OCO3)C(=O)N1c1ccc(C(=O)O)cc1	-2	2	3	0.9	5	82	-3	27	-0.5
COc1ccc(N2C(=O)[C@@H]3[C@H](C2=O)[C@H]2C=CC=NN2[C@@H]3C(=O)Nc2ccc(Cl)cc2)cc1	3	-1	14	-3.3	-2	97	-8	6	-3.1
Cc1cc2c(NC(=O)Nc3ccc(C(F)(F)F)cc3)cccc2nn1	1	7	-2	-2.2	46	104	2	6	-3.5

In another format: results already given
Each structure is followed by: MEKK2mut PB1 HTS, M18AAP inhibitor, NS3 helicase inh, VIM-2 inh, SUMO HTRF inh, MEKK2 WT-MEK5, FID counter, NALP1 inh, IMP-1 inh
CC1=N/C(=C\c2ccc3c(c2)OCO3)C(=O)N1c1ccc(C(=O)O)cc1
  -2, 2, 3, 0.9, 5, 82, -3, 27, -0.5
COc1ccc(N2C(=O)[C@@H]3[C@H](C2=O)[C@H]2C=CC=NN2[C@@H]3C(=O)Nc2ccc(Cl)cc2)cc1
  3, -1, 14, -3.3, -2, 97, -8, 6, -3.1

More results follow:
SMILES	MEKK2mut PB1 HTS	M18AAP inhibitor	NS3 helicase inh	VIM-2 inh	SUMO HTRF inh	MEKK2 WT-MEK5	FID counter	NALP1 inh	IMP-1 inh
NCC(=O)N1CCC(C(=O)N[C@@H](Cc2c[nH]c3ccccc23)C(=O)O)CC1	0	0	3	-3.4	-3	105	-4	3	-2.3
Cc1nc2ccc3nc(NC(=O)c4ccco4)sc3c2s1	13	1	-2	-2.4	x	107	-2	x	-0.6
CN1CCN(C2=C(Cl)C(=O)N(c3ccc(Cl)cc3)C2=O)CC1	11	1	8	-2.7	0	113	1	17	-1.3
Cc1ccc(NC(=O)C(C)c2ccc(-c3ccccc3)c(F)c2)cc1 (centres undefined)	-1	4	1	-0.6	0	102	0	12	-0.6
O=S(=O)(c1ccc(Oc2ccc3oc4ccccc4c3c2)nc1)N1CCCC1	6	2	-11	-3.8	26	95	3	-2	-5.3
Cc1cc(C(=O)COC(=O)Cc2n[nH]c(=O)c3ccccc23)c(C)n1-c1ccc2c(c1)OCCO2	0	9	10	-1.3	16	102	-7	8	-2.6
CN1CCc2c(sc(NC(=O)Cc3ccccc3)c2C#N)C1	5	6	7	0.7	10	102	-3	-6	-3.8
COc1ccc(/C=C2\SC(=S)N(C(C(=O)O)c3ccccc3)C2=O)c(OC)c1 (centres undefined)	2	5	21	2.8	16	99	4	4	-2.1
COc1ccc(C(C)NC(=O)Cc2cccs2)cc1 (centres undefined)	12	-5	0	-0.6	10	112	3	14	-1.4
Cc1ccccc1/C(N)=N/O	-1	-6	1	2.8	-3	124	0	22	0.8
Cc1cccc(C(=O)Nc2ccccc2C(=O)NCc2ccco2)c1	7	-5	7	0.6	6	107	-16	5	-2.2
Cc1ccc(C)c(NC(=O)CSc2nnc(NC(=O)C3CC3)s2)c1	8	2	5	0.2	8	104	-6	8	-3.2
Cc1cc2nc(N)sc2cc1C	3	3	3	-1.0	-7	105	-2	x	-5.9
Cc1ccc(Nc2ccc(C(=O)N3CCCC3)cn2)c(C)c1	8	9	0	-1.2	1	110	-22	15	-2.9
COc1ccc(CN(C(=O)CN2C(=O)c3ccccc3S2(=O)=O)C(C(=O)NCC2CCCO2)c2ccncc2)cc1 (centres undefined)	7	0	-7	-0.9	2	94	-12	6	0.4
CCOc1ccc(C2C(C#N)=C(N)SC(N)=C2C#N)cc1OC	4	-5	14	-1.7	10	84	-11	6	-3.9
COc1ccc(CC(=O)NCc2ccc(-n3cccc3)cc2)cc1OC	4	1	5	-3.2	10	102	-21	6	-2.2
Cc1ccc(S(=O)(=O)N2CCN(C)CC2)c(C)c1	-2	1	0	0.5	0	96	7	23	-1.9
CCc1ccc(OCCOCC(O)CN2CCN(Cc3ccc(Cl)cc3)CC2)cc1 (centres undefined)	3	5	-58	-5.2	-4	105	17	45	-2.6
Cc1cccc(C)c1NC(=O)N1CCC(c2nc3ccccc3o2)CC1	-2	-7	-8	-1.8	24	100	-9	14	-1.1

Screening data as filed in PubChem BioAssay.
